Assay outcomes deposited in PubChem by ICCB-Longwood Screening Facility, Harvard Medical School.
Polio RdRp inh = poliovirus RNA polymerase inhibition; P03300; poliovirus polymerase elongation, fluorescence polarization; active compounds read low; % elongation, % (compound at 16.7 µg/mL); 150,000 tested, 0.66% active; AID 588519; in the data active = % elongation below about 90%; note: some results filed as inactive read as strong as hits
Target sequence (P03300 1749-2209 limits assumed): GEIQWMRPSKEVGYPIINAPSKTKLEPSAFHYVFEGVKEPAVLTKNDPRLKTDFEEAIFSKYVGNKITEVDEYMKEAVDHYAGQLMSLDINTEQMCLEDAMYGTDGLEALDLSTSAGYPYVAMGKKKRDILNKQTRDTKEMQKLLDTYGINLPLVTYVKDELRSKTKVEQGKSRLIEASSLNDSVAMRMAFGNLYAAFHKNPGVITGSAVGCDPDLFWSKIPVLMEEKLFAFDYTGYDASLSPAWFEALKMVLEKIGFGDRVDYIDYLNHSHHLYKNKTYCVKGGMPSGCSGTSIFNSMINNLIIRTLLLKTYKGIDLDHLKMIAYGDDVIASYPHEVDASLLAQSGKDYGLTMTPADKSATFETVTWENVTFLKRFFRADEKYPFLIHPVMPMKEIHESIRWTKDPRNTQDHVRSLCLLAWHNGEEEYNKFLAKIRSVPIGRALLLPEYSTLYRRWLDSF
Polio RdRp inh FP z-score = second read-out of Polio RdRp inh, no call of its own (marks repeat the call); z-score; measured here: FP z-score; hits read low
An asterisk follows results filed as active; & = joins results of further samples. An excerpt; the hit share may differ from the screen's.

SMILES | Polio RdRp inh | Polio RdRp inh FP z-score
C=CCC(c1cc(Cl)ccc1N)S(=O)(=O)c1ccc(C)cc1 (stereo not given) | 97 | -0.6
Cc1coc2cc3oc(=O)c(CCC(=O)NCc4ccccc4Cl)c(C)c3cc12 | 99 | -1.8
CN(C(=O)Nc1ccc(C(C)(C)C)cc1)C1CCCCC1 | 103 | 0.4
c1ccc(-c2nnc(CN3CCN(c4ccccn4)CC3)o2)cc1 | 108 | 0.8
Clc1ccc(OCc2nc3c4cnn(-c5ccc(Cl)cc5)c4ncn3n2)cc1 | 104 | 0.7
O=C(CSc1nnc(-c2cccs2)o1)NCC1CCCCC1 | 104 | 0
Clc1cccc(-c2csc(-c3nc(-c4ccc(Br)s4)cs3)n2)c1 | 107 | 0.3
Cc1cc(C)n(-c2nc(C)c(C)c(=O)n2CC(=O)Nc2ccc(Cl)c(Cl)c2)n1 | 106 | -0.2
CCc1cc(C(=O)NCc2ccc(F)cc2)no1 | 102 | -0.2
O=C1/C(=C\c2ccccc2)N=C(c2ccccc2)N1c1ccccc1 | 105 | 0.4
O=C(Nc1ccccc1)C1c2cccc[n+]2CC(=O)N1c1ccccc1 (stereo not given) | 101 | -0.1
O=C(Nc1ccc(Cl)cc1)N1CCOC1c1cccs1 (stereo not given) | 101 | -0.1
CC(=O)N1N=C(c2cc3ccccc3o2)OC1c1c(C)[nH]c(=O)[nH]c1=O (stereo not given) | 98 | -1.4
CC1CCc2ccccc2N1C(=O)c1cccs1 (stereo not given) | 104 | 0.4
Cc1c2cnn(CC(=O)N3CCCC3)c(=O)c2c(C)n1Cc1ccccc1 | 105 | 1.1
COc1ccc(-c2nc(C)c(CCNC(=O)c3cccc(C(F)(F)F)c3)s2)cc1 | 101 | 0.1
O=C(Cn1c(=O)nc(-c2ccccc2)c2ccccc21)NCc1ccc(Cl)cc1 | 108 | 0.4
N#Cc1cc2c(nc1SCCS(=O)(=O)Cc1ccc(Cl)cc1)CCCC2 | 101 | 0.1
CC12CCC3C(CC=C4CC(O)CCC43CO)C1CCC2OC(=O)c1ccccc1 (stereo not given) | 101 | -0.4
CCOC(=O)CSc1nc2c(sc3cccc(F)c32)c(=O)n1Cc1ccc(OC)cc1 | 104 | -0.7
CC1CCN(C(=O)CN2C(=O)CSc3ncccc32)CC1 | 104 | 0.4
CCCCNc1nc2c(-c3cccc(Br)c3)nnn2c2ccccc12 | 105 | 0.2
Cn1c(SCc2ccccc2)nnc1C1CCCNC1 (stereo not given) | 102 | 0.2
COc1ccc(C2SCCN2S(=O)(=O)c2ccc(NC(C)=O)cc2)cc1OC (stereo not given) | 101 | 0
CCCOc1cccc(C2c3c(-c4ccccc4O)n[nH]c3C(=O)N2Cc2ccco2)c1 (stereo not given) | 106 | -0.2

2 compounds drawn at random from the list so far, as already listed:
SMILES | Polio RdRp inh | Polio RdRp inh FP z-score
O=C1/C(=C\c2ccccc2)N=C(c2ccccc2)N1c1ccccc1 | 105 | 0.4
c1ccc(-c2nnc(CN3CCN(c4ccccn4)CC3)o2)cc1 | 108 | 0.8

More results
SMILES | Polio RdRp inh | Polio RdRp inh FP z-score
COC(Cn1c(-c2cccc(S(=O)(=O)N(C)C)c2)nn(CN2CC(C)CC(C)C2)c1=S)OC (stereo not given) | 106 | 0.4
CS(=O)(=O)c1ccc(Cl)c(NC(=O)c2cncn2-c2ccc(F)cc2)c1 | 109 | 0.9
COc1cccc(C(=O)Nc2nc(-c3nnn(-c4cccc(Cl)c4C)c3C)ns2)c1 | 106 | -0.2
O=C(COC(=O)Cc1ccc(S(=O)(=O)N2CCOCC2)s1)Nc1ccccc1 | 111 | 1.2
Cc1[nH]c2ccccc2c1C(=O)CSC(=S)N(C)C1CCCCC1 | 102 | 0.1
CCCc1nnc(NC(=O)CSc2nc(C)cc(C)n2)s1 | 102 | -0.1
CCCCN1COc2ccc3c(C)cc(=O)oc3c2C1 | 102 | 0.1
Cc1cc(NC(=O)C2CC=CCC2C(=O)O)no1 (stereo not given) | 100 | -0.3
O=C(N/C(=C/C=C/c1ccccc1)C(=O)N1CCCCC1)c1ccccc1 | 104 | 0.5
NC(=O)c1ccccc1NC(=O)Cc1ccccc1 | 102 | -0.3
CN(C)C(=O)N1CCN(S(=O)(=O)c2ccccc2)CC1 | 101 | 0
COc1ccccc1N=C=S | 99 | -0.2
C=CCn1c(=O)/c(=C2/Sc3ccccc3N2CC)s/c1=C1/C(=O)NN=C1C | 120 | 6.5
Cc1ccc(C(C(=O)NCc2ccccc2)N(Cc2ccco2)C(=O)Cn2nnc3ccccc32)cc1 (stereo not given) | 105 | 1.1
CCCN(Cc1cc2cccc(C)c2[nH]c1=O)S(=O)(=O)c1ccccc1 | 103 | 0.4
Cn1c(C(=O)NCC2(c3ccccc3)CCCC2)cc2c(=O)n(C)c3ccccc3c21 | 104 | 0.8
CCCN(CCC)S(=O)(=O)c1ccc(C(=O)Nc2ccccc2)cc1 | 101 | -0.5
O=C(Nc1nc2ccccc2c(=O)s1)c1ccccc1 | 100 | -0.7
CCOC(=O)CSc1nc2sc3c(c2c(=O)n1-c1ccc(OC)cc1)CC(C(C)C)OC3 (stereo not given) | 109 | -0.2
Cc1ccc(COC(=O)c2ccc(-c3nnn(Cc4ccc(C)cc4)n3)cc2)cc1 | 107 | 0.6
CCCN(c1ccccc1C(=O)O)S(=O)(=O)c1ccc2c(c1)n(C)c(=O)n2C | 100 | -0.3
Fc1cnc(N2CCc3ccccc32)nc1N1CCc2ccccc21 | 102 | 0.2
CC(C)OCCCNC(=O)CN1C(=O)COc2ccc(S(=O)(=O)N3CCCCCC3)cc21 | 114 | -0.1
CCCCCSc1nnc2c(n1)[nH]c1c(C)cccc12 | 103 | -0.4
C/C(=N/O)c1ccc(N)cc1 | 100 | 0.1

2 entries from above, set out differently:
NC(=O)c1ccccc1NC(=O)Cc1ccccc1
  Polio RdRp inh: 102	Polio RdRp inh FP z-score: -0.3

CN(C)C(=O)N1CCN(S(=O)(=O)c2ccccc2)CC1
  Polio RdRp inh: 101	Polio RdRp inh FP z-score: 0

Carrying on.
SMILES | Polio RdRp inh | Polio RdRp inh FP z-score
CCOC(=O)N1CCN(CC2=CCC3CC2C3(C)C)CC1 (stereo not given) | 101 | 0.4
CCOC(=O)C1=C(Nc2ccccc2)OCC1=O | 104 | 0.1
CCOC(=O)C1=C(C)NC(SCc2cc(=O)[nH][nH]2)=C(C#N)C1c1cccs1 (stereo not given) | 103 | 0.6
Cc1cc(C)c2c(CC(=O)Oc3ccc(Cl)cc3)coc2c1 | 101 | -0.6
COc1ccc(N2CC(NC(=O)/C=C\c3ccc4c(c3)OCO4)CC2=O)cc1 (stereo not given) | 108 | 0.2
Cc1ccc(-n2nc3ccc(NC(=O)c4cc5ccccc5o4)cc3n2)cc1 | 109 | 0.5
O=C(c1cccc(N2C(=O)C3CC=CCC3C2=O)c1)N1CCc2ccccc2C1 (stereo not given) | 101 | 0.3
Cc1nn(CC(=O)N2CCC(C)CC2)c(=O)c2cc3sccc3n12 | 106 | 0
CCOc1ccc(N(C(=O)CC(C)C)S(=O)(=O)c2ccc3c(c2)oc(=O)n3C)cc1 | 106 | -0.2
CC(C)N(Cc1nc(-c2ccc(Cl)cc2)no1)C(=O)Cc1ccccc1 | 101 | 0.2
CC1(C)C2CCC(C2)C1C/C=N/NC(N)=O (stereo not given) | 100 | -0.2
CN(C)S(=O)(=O)N1CCN(S(=O)(=O)N2CCCCCC2)CC1 | 103 | 0.2
C/C(N)=C(/C#N)C(=O)CSc1nnc(Cc2cccc3ccccc23)n1N | 103 | 0.1
CCN(C(=O)Cn1c(SCC(=O)Nc2ccc(OC)cc2)nc2ccccc21)c1cccc(C)c1 | 108 | 0.4
Cc1cc(C)c2c(-n3cccc3)nn(CC(=O)N3CCCCC3)c2n1 | 102 | 0.9
CCOc1nc2cnccc2n(CC(=O)NCc2ccco2)c1=O | 100 | -1
Cc1sc2ncn(CC(=O)Nc3ccc(C(F)(F)F)cc3)c(=O)c2c1S(=O)(=O)N1CCN(C)CC1 | 101 | -1.2
COc1ccc(OCCSCC(=O)N2CCN(c3ccc(OC)cc3)CC2)cc1 | 104 | 0.2
Cc1cc(-c2ccc(S(=O)(=O)N3CCC(C)CC3)s2)n[nH]1 | 102 | 0.5
CN1CCc2[nH]c(=S)c(C#N)c(-c3ccccc3)c2C1 | 46 | -4.5
CCN(CC)C(=O)C(Cc1ccccc1)N1C(=O)C2C3C=CC(C3)C2C1=O (stereo not given) | 102 | -0.2
Cc1ccc(Sc2c(C)[nH]n(-c3ccccc3)c2=O)cc1 | 100 | -0.4
CCC(=O)N1CCc2cc(S(=O)(=O)NC(CC(C)C)C(=O)NCc3ccc(F)cc3)ccc21 (stereo not given) | 102 | -0.2
Cc1sc(NC(=O)c2ccc(Br)s2)c(C(N)=O)c1C | 100 | 0
O=S(=O)(NCCc1csc(-c2cccnc2)n1)c1ccccc1 | 106 | 1.5
More compounds.
SMILES | Polio RdRp inh | Polio RdRp inh FP z-score
O=C(CSc1nc2c(c(=O)[nH]1)CCC2)Nc1ccccc1C(F)(F)F | 103 | -0.5
CCOC(=O)C(Cc1ccccc1)C(=O)Nc1nc2ccccc2s1 (stereo not given) | 99 | -0.4
Cc1cc(NC(=O)C2CCCN(S(=O)(=O)c3ccc(Br)s3)C2)ccc1Br (stereo not given) | 106 | -0.6
CN1Cc2ccccc2N(CC(=O)O)C1=O | 104 | 0.9
NC(=O)COC(=O)/C=C/c1ccc(Cl)cc1Cl | 103 | 1
O=C(NNc1ccccc1)C(F)(F)F | 102 | 0
O=C1OC2(CCCCC2)OC(=O)C1=CNc1nccs1 | 101 | -0.4
Cc1nn(-c2ccccc2)c2sc(C(=O)C(C#N)c3ccc4ccccc4n3)cc12 (stereo not given) | 102 | 0.2
Cc1ccccc1OCC(=O)Nc1ccc(-c2nc3ccccc3o2)cc1 | 102&102 | -0.4&0
CC(=O)Nc1nonc1-c1nnc(SCC(=O)Nc2ccc(F)cc2F)n1-c1ccccc1 | 107 | 0.1
O=C(Nc1ccc2c(c1)OCCO2)c1cccn(Cc2cccc(F)c2)c1=O | 105 | -0.1
CCOc1ccc(CNC(=O)CCCn2nc(C)c3c(C)n(-c4ccc(C)cc4)nc3c2=O)cc1 | 109 | 0.1
Cc1ccc(S(=O)(=O)N(C)c2nc3ccccc3nc2NCCCN(C)C)cc1 | 101 | -0.2
Cc1ccc(C)c(NC2=NCCS2)c1 | 99 | -0.2
COc1cccc(/C=N/NC(=O)C2CC23CCC3)c1O (stereo not given) | 100 | 0.2
CCOC(=O)c1ccc(N2CCOCC2)c(NC(=O)c2nccnc2C(=O)O)c1 | 106 | 1.4
O=C(NCc1ccccc1)c1cc(C2CC2)on1 | 99 | -1.4
Cc1cc(C)c(S(=O)(=O)NCCO)c(C)c1 | 103 | 0.3
O=S(=O)(O)c1cc(O)ccc1O | 100 | 0.1
COc1ccc(CCNC(=O)CCCn2c(=O)c3cccn3c3ccc(F)cc32)cc1OC | 112 | 0.9
O=C(Nc1ccc2c(c1)N(C1CCCC1)C(=O)c1ccccc1S2)c1ccc(F)cc1 | 100 | -1
CCn1cc(C(=O)NCCc2ccc(OC)c(OC)c2)c(=O)c2cc(S(=O)(=O)N(C)C3CCCCC3)ccc21 | 110 | 1
Cc1sc2nc3n(c(=O)c2c1-c1ccccc1)CCC3 | 76* | -1.6*
CCOc1ccc(NC(=O)C2CCN(S(=O)(=O)c3cc(-c4noc(C)n4)ccc3C)CC2)cc1 | 111 | 0.9
COCc1cc(=O)[nH]c2c1c(-c1cccs1)nn2C | 107 | 0.5

Sorted by molecular weight (lowest first): 3 of the compounds above
SMILES | Polio RdRp inh | Polio RdRp inh FP z-score
O=C(NNc1ccccc1)C(F)(F)F | 102 | 0
COc1ccc(CCNC(=O)CCCn2c(=O)c3cccn3c3ccc(F)cc32)cc1OC | 112 | 0.9
CCOc1ccc(CNC(=O)CCCn2nc(C)c3c(C)n(-c4ccc(C)cc4)nc3c2=O)cc1 | 109 | 0.1

Later entries.
SMILES | Polio RdRp inh | Polio RdRp inh FP z-score
CC(COc1ccc2c(c1)OCO2)NC(=O)Cn1nnc2ccccc2c1=O (stereo not given) | 101 | -0.4
O=C(Nc1ccc(S(=O)(=O)Nc2nccs2)cc1)c1cc(-c2ccccc2)nc2ccccc12 | 98 | -0.7
CCc1ccc(C(=O)COC(=O)C(Cc2c[nH]c3ccccc23)NC(=O)c2ccc(Br)cc2)cc1 (stereo not given) | 107 | 0.4
Cc1cc(C)c2c(n1)nn1c(C)c(CCC(=O)Nc3ccc(C)c(Cl)c3)c(C)nc21 | 99 | -1.3
CS(=O)(=O)N1c2cccc3cccc(c23)S1(=O)=O | 105 | 0.3
CCc1ccc(OCC(=O)NCc2nc(-c3cccc(C)c3)no2)c(Br)c1 | 105 | -0.5
COc1ccc2c(c1)SC1=NC(c3ccccc3)(C(F)(F)F)NC(=O)N12 (stereo not given) | 104 | 0.6
O=C(CN1C(=O)CCC1=O)Nc1ccc(OC(F)F)cc1 | 101 | 0
CCOC(=O)/C=C(\C)Nc1ccc(Cl)cc1 | 103 | 0.5
Cc1cccc(CN2CCC(CNc3ncnc4onc(-c5ccc(Cl)cc5)c34)CC2)c1 | 107 | -0.1
Cc1ccc(S(=O)(=O)CC(=O)N2CCN(c3nc4c(F)cccc4s3)CC2)cc1 | 110 | 0.9
CN(C)S(=O)(=O)c1ccc2nnn(OCC(=O)NCCc3ccc(Cl)cc3)c2c1 | 106 | 0.5
CCCN(CCC)C(=O)Cn1c(SCc2cccc(F)c2)nc2ccncc21 | 103 | 0.6
CCOC(=O)c1cc(OC(=O)c2cc(OC)c(OC)c(OC)c2)n(-c2ccccc2)n1 | 103 | 0

Entries of single compounds, looked up by structure. Screens in order: Polio RdRp inh, Polio RdRp inh FP z-score
Results for CCOC(=O)c1cc(OC(=O)c2cc(OC)c(OC)c(OC)c2)n(-c2ccccc2)n1 → 103, 0
Results for CCc1ccc(C(=O)COC(=O)C(Cc2c[nH]c3ccccc23)NC(=O)c2ccc(Br)cc2)cc1 (stereo not given) → 107, 0.4
Results for CCOC(=O)/C=C(\C)Nc1ccc(Cl)cc1 → 103, 0.5
Results for CC(COc1ccc2c(c1)OCO2)NC(=O)Cn1nnc2ccccc2c1=O (stereo not given) → 101, -0.4
Results for Cc1cccc(CN2CCC(CNc3ncnc4onc(-c5ccc(Cl)cc5)c34)CC2)c1 → 107, -0.1
